Screens: PubChem BioAssay, The Scripps Research Institute Molecular Screening Center
PG9 binder = binds the HIV-1 gp120 antibody PG9; TR-FRET gp120-PG9 antibody binding; inhibition, % at 6.7 µM; 0.43% of 360,000 active; in the data active = inhibition above about 8.5%
SIAE inh = inhibitors of human sialic acid acetylesterase SIAE; Q9HAT2; SIAE FP-Rh probe binding, fluorescence polarization; 0.69% of 370,000 active; inhibition, % at 9.66 µM;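 active = inhibition above a cutoff: mean of compounds within the control limits plus 3 SD of those, cut at about 17% in these data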;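 note: 0% = plate median of compound wells and 100% = probe without SIAE protein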
Target sequence (Q9HAT2 whole entry, looked up): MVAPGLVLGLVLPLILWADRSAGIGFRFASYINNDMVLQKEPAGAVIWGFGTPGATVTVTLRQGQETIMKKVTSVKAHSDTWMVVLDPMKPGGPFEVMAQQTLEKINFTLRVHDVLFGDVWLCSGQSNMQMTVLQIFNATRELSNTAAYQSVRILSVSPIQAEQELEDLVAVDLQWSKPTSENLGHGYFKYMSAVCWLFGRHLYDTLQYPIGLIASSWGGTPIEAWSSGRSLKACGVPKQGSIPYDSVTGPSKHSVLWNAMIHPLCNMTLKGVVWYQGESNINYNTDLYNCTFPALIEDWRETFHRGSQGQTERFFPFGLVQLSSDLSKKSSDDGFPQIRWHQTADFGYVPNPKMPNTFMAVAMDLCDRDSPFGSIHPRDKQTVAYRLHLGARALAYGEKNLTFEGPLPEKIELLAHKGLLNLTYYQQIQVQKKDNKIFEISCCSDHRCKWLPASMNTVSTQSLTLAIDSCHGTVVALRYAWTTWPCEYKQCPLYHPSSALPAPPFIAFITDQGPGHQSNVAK
UHRF1 binding = human UHRF1 methylated DNA binding inhibitors | Q96T88 | UHRF1 binding to methylated oligo, TR-FRET | inhibition, % at 4.4 µM | 0.75% of 370,000 active | AID 687016; in the data active = inhibition above about 21%;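 note: UHRF1 SRA domain binding a hemimethylated CpG hairpin DNA probe; 0% = median of test compound wells and 100% = reference inhibitor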
TDP2 inh = blocks human TDP2 phosphodiesterase activity. O95551. recombinant TDP2, T5PNP hydrolysis, p-nitrophenol absorbance 415 nm. inhibition, % at 12.8 µM. 0.34% of 370,000 active. AID 720702;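 active = inhibition above the mean of all tested compounds plus 3 SD, set per campaign, cut at about 25% in these data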;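 note: 0% = DMSO with enzyme and 100% = buffer with substrate but no TDP2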
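System – recombinant human TDP2 · Amount – 120 nM TDP2 per well · Buffer or medium – Mg2+-containing Tris-HCl buffer, pH 7.5 · Reagent – T5PNP substrate, 5 mM · Dosing – 12.8 µM single point, 1% DMSO · Incubation – 2 h at 37 °C · Measured by – epi absorbance · Read-out basis – percent inhibition · Benchmarks – high control without enzyme, low control DMSO plus TDP2 · Repeats – singlicate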
TCR-CD3 inh = inhibitors of human TCR-CD3 interaction | TAMRA-labeled TCR probe fluorescence, biochemical | inhibition, % at 9.4 µM | 0.37% of 360,000 active | AID 651800; in the data active = inhibition above about 19%;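 note: recombinant mutant TCR 2C K166C tagged with TAMRA read by polarization; 0% = receptor in buffer alone and 100% = receptor with positive control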
LEDGF integ inh = blocks HIV-1 LEDGF/p75-dependent DNA integration; AID 743269; TR-FRET IN-LEDGF/p75 DNA integration, Eu/Cy5; inhibition, % at 3.7 µM; 0.64% of 370,000 active;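 active = inhibition above the screen-wide mean plus 3 SD, cut at about 13% in these data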;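 note: signal is the Cy5 over europium emission ratio at 671 and 618 nm; 0% = plate median of compound wells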
ABHD4 inh = inhibitors of mouse ABHD4 | Q8VD66 | purified mABHD4, FP-Rh probe fluorescence polarization | inhibition, % at 8.92 µM | 0.54% of 370,000 active;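 active = inhibition exceeding the mean over every tested compound plus 3 SD, cut at about 30% in these data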;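 note: 0% = plate median of compound wells and 100% = S159A mutant with DMSO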
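Test system: mouse ABHD4 enzyme, wild type. Reagent: FP-Rh fluorescent activity-based probe, added after compound pre-incubation. Timing: pre-incubation 45 min, probe exposure 60 min, at 25 °C. Technique: FP readout, ex 525 nm / em 598 nm. Benchmarks: high control S159A mutant with DMSO, low control median of compound wells.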
DDE Tn7 FP inh = inhibitors of Tn7 peptide binding to human fibrin DD(E); FP displacement of FITC-Tn7 peptide from fibrin DD(E); 0% = median of compound wells per plate; P02675; AID 720508; inhibition, % at 8.3 µM; 0.13% of 370,000 active;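 active = inhibition above the mean of compounds falling within the control limits plus 3 SD of them, cut at about 14% in these data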;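 note: 0% = plate median of compound wells and 100% = 10 µM Aha-Tn7 peptide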
Target sequence (P02675 whole entry, looked up): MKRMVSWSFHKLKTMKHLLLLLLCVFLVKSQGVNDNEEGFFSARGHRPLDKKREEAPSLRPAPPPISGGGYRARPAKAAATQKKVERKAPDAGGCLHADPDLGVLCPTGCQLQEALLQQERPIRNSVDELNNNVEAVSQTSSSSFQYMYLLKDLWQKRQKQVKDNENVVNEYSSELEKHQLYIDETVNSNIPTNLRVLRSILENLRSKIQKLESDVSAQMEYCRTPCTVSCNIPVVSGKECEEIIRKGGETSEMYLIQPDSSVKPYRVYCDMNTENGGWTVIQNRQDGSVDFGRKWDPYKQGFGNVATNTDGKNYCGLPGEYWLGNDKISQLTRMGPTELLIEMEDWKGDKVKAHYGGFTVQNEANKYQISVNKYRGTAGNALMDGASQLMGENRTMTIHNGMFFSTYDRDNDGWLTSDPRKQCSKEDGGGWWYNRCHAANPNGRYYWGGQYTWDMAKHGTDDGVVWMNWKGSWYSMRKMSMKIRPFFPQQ
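Assay system: Fibrin-DD(E) protein isolated from polymerized human fibrin clots; read-out basis: percent inhibition; medium: Tris/NaCl/CaCl2 buffer, pH 7.8; signal: FP measurement; incubation: 10 min plus 3 h, room temperature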
HTRA1 inhibitor = HTRA1 (human) protease inhibition. recombinant HTRA1, FP-rhodamine activity-based probe, fluorescence polarization. inhibition, % at 5.96 µM. Q92743. 0.5% of 340,000 active; in the data active = inhibition above about 36%;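 note: 0% = enzyme with DMSO and 100% = wells lacking enzyme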
PRMT1 inh = inhibitors of human PRMT1. AID 652257. Q99873. recombinant PRMT1, activity-based probe fluorescence polarization. inhibition, % at 2.79 µM. 1.3% of 370,000 active;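 active = inhibition above about 21% made by adding two undisclosed values, limit read from the data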
Active calls of the source: *.

For CC[C@H](C)[C@@H](C(=O)N1CCNCC1)n1cc([C@@H](N)CC(C)C)nn1 the results were PG9 binder 1.7, SIAE inh 7, UHRF1 binding 11, TDP2 inh -4, TCR-CD3 inh -1, LEDGF integ inh 1, ABHD4 inh -14, DDE Tn7 FP inh 0, HTRA1 inhibitor -5 and PRMT1 inh -1.
Screening CCOc1ccc(CN2CCN(C(=O)c3cccc4ccccc34)CC2)cc1 returned PG9 binder -0.5, SIAE inh 1, UHRF1 binding 2, TDP2 inh -5, TCR-CD3 inh -8, LEDGF integ inh -1, ABHD4 inh 9, DDE Tn7 FP inh 7, HTRA1 inhibitor -1 and PRMT1 inh 4.
CCc1c(O)nc(SCC(=O)Nc2ccccc2)n(C(C)CC)c1=O (centres undefined) was read as PG9 binder 0.4, SIAE inh 2, UHRF1 binding -6, TDP2 inh 1, TCR-CD3 inh -2, LEDGF integ inh 1, ABHD4 inh -4, DDE Tn7 FP inh 0, HTRA1 inhibitor -3 and PRMT1 inh 17.
For CSCc1c(C(=O)Nc2ccc(N3CCOCC3)cc2)oc2ccccc12 the results were PG9 binder -1.3, SIAE inh -5, UHRF1 binding 2, TDP2 inh -8, TCR-CD3 inh -2, LEDGF integ inh 2, ABHD4 inh -1, DDE Tn7 FP inh -1, HTRA1 inhibitor 4 and PRMT1 inh 0.
COc1ccc(CNC(=O)c2cc(-c3cccs3)on2)cc1 was read as PG9 binder -0.3, SIAE inh -5, UHRF1 binding -4, TDP2 inh 11, TCR-CD3 inh 7, LEDGF integ inh -3, ABHD4 inh -5, DDE Tn7 FP inh -5, HTRA1 inhibitor -15 and PRMT1 inh -4.
Screening O=S(=O)(c1ccc(NC(=S)NCCc2ccccc2)cc1)N1CCOCC1 returned PG9 binder -3.4, SIAE inh -3, UHRF1 binding -4, TDP2 inh -8, TCR-CD3 inh 3, LEDGF integ inh 0, ABHD4 inh -8, DDE Tn7 FP inh 3, HTRA1 inhibitor -7 and PRMT1 inh 8.
For COc1ccc(OCC(CO)N2CCN(c3ccccc3)CC2)cc1 (centres undefined) the results were PG9 binder -0.5, SIAE inh 8, UHRF1 binding -1, TDP2 inh 0, TCR-CD3 inh 0, LEDGF integ inh 2, ABHD4 inh -8, DDE Tn7 FP inh -8, HTRA1 inhibitor 6 and PRMT1 inh -8.
CSC1=N/C(=C\c2ccccc2F)C(=O)S1 was read as PG9 binder -0.9, SIAE inh 0, UHRF1 binding 3, TDP2 inh -7, TCR-CD3 inh 6, LEDGF integ inh 0, ABHD4 inh -3, DDE Tn7 FP inh 0, HTRA1 inhibitor 2 and PRMT1 inh 9.
Screening Cc1sc2c(c1C)C(=O)/C(=C\Nc1ccncc1)S(=O)(=O)N2C returned PG9 binder -3.0, SIAE inh 1, UHRF1 binding -2, TDP2 inh 6, TCR-CD3 inh -7, LEDGF integ inh 1, ABHD4 inh -7, DDE Tn7 FP inh 0, HTRA1 inhibitor -7 and PRMT1 inh 2.
CS(=O)(=O)Nc1ccc(C2=NN(S(=O)(=O)c3ccc(F)cc3)C(c3ccco3)C2)cc1 (centres undefined) was read as PG9 binder -1.5, SIAE inh 1, UHRF1 binding 1, TDP2 inh 12, TCR-CD3 inh -4, LEDGF integ inh 0, ABHD4 inh 0, DDE Tn7 FP inh 2, HTRA1 inhibitor 3 and PRMT1 inh 4.
O=C(CSc1ccccc1C(=O)O)NCc1ccco1 was read as PG9 binder 3.2, SIAE inh 3, UHRF1 binding -2, TDP2 inh 2, TCR-CD3 inh -8, LEDGF integ inh 0, ABHD4 inh 4, DDE Tn7 FP inh 1, HTRA1 inhibitor 9 and PRMT1 inh -1.
`Cc1cc(C)nc(N/N=C/c2c[nH]c3ccccc23)n1` gave PG9 binder -7.8, SIAE inh 9, UHRF1 binding -1, TDP2 inh -3, TCR-CD3 inh 10, LEDGF integ inh -1, ABHD4 inh -2, DDE Tn7 FP inh -1, HTRA1 inhibitor -5 and PRMT1 inh 1.
For CCOC(=O)C(Cc1ccccc1)(Cc1ccccc1)C(C)=O the results were PG9 binder 1.1, SIAE inh -8, UHRF1 binding 0, TDP2 inh -10, TCR-CD3 inh 2, LEDGF integ inh 0, ABHD4 inh -4, DDE Tn7 FP inh 3, HTRA1 inhibitor -4 and PRMT1 inh -3.
COc1ccc(NC(=O)CSCC(=O)Nc2ccc(S(=O)(=O)N3CCOCC3)cc2)cc1 was read as PG9 binder 0.4, SIAE inh 0, UHRF1 binding 3, TDP2 inh 6, TCR-CD3 inh -2, LEDGF integ inh 1, ABHD4 inh 0, DDE Tn7 FP inh 2, HTRA1 inhibitor 3 and PRMT1 inh 0.
Screening COC1=C[C@H](C(=O)NCCNC(C)=O)[C@@]2(C)Cc3ccccc3[C@H]2CC1=O returned SIAE inh 3, UHRF1 binding -1, TDP2 inh -7, LEDGF integ inh 0, ABHD4 inh 1, DDE Tn7 FP inh -12 and PRMT1 inh 0.
COc1ccc(C(=O)N/N=C/c2ccc(SC)cc2)cc1 was read as PG9 binder 0.4, SIAE inh -6, UHRF1 binding -1, TDP2 inh -7, TCR-CD3 inh -2, LEDGF integ inh -2, ABHD4 inh 9, DDE Tn7 FP inh -9, HTRA1 inhibitor -3 and PRMT1 inh 3.
For Cc1ccc(C)n1-c1nc(=S)[nH][nH]1 the results were PG9 binder 1.2, SIAE inh -2, UHRF1 binding -7, TDP2 inh 19, TCR-CD3 inh 4, LEDGF integ inh 1, ABHD4 inh -6, DDE Tn7 FP inh -3, HTRA1 inhibitor 5 and PRMT1 inh 20.
For COc1cc(O)c2c(=O)cc(-c3ccccc3)oc2c1 the results were PG9 binder -1.7, SIAE inh -9, UHRF1 binding 0, TDP2 inh 6, TCR-CD3 inh 0, LEDGF integ inh 1, ABHD4 inh 0, DDE Tn7 FP inh 2, HTRA1 inhibitor -13 and PRMT1 inh 3.
COC(=O)N/N=C/c1cc(C)n(-c2ccccc2)c1C was read as PG9 binder -4.1, SIAE inh 1, UHRF1 binding 6, TDP2 inh -20, TCR-CD3 inh -7, LEDGF integ inh 6, ABHD4 inh -6, DDE Tn7 FP inh 0, HTRA1 inhibitor -2 and PRMT1 inh -2.
COc1ccc(CN(C)CC(=O)Nc2ccccc2C(=O)NC2CC2)cc1F was read as PG9 binder -1.4, SIAE inh 7, UHRF1 binding 0, TDP2 inh 3, TCR-CD3 inh 4, LEDGF integ inh -1, ABHD4 inh 1, DDE Tn7 FP inh 2, HTRA1 inhibitor -5 and PRMT1 inh -1.
Screening COc1ccc(Br)c(/C=N/NC(=O)COc2ccc(-c3ccccc3)cc2)c1 returned PG9 binder 0.3, SIAE inh 7, UHRF1 binding -1, TDP2 inh 1, TCR-CD3 inh -4, LEDGF integ inh 1, ABHD4 inh -6, DDE Tn7 FP inh -2, HTRA1 inhibitor -13 and PRMT1 inh 2.
`N#CCC(=O)Nc1ccc(C(=O)NCC(c2ccco2)N2CCCCC2)cc1` (centres undefined) gave PG9 binder 0.2, SIAE inh -12, UHRF1 binding -2, TDP2 inh 0, TCR-CD3 inh -4, LEDGF integ inh 0, ABHD4 inh -10, DDE Tn7 FP inh 3, HTRA1 inhibitor -20 and PRMT1 inh -2.
Screening Cc1nc(C)n(CC(O)COc2ccc3cc(Br)ccc3c2)n1 (centres undefined) returned PG9 binder -1.8, SIAE inh 1, UHRF1 binding 0, TDP2 inh 1, TCR-CD3 inh 7, LEDGF integ inh -2, ABHD4 inh -5, DDE Tn7 FP inh -8, HTRA1 inhibitor -10 and PRMT1 inh -2.
For COc1ccccc1OCCCn1c(C)c(C#N)c2ccccc21 the results were PG9 binder -1.5, SIAE inh -2, UHRF1 binding -1, TDP2 inh 6, TCR-CD3 inh 0, LEDGF integ inh -1, ABHD4 inh -10, DDE Tn7 FP inh -2, HTRA1 inhibitor -37 and PRMT1 inh 0.
`CN(CC(=O)Nc1ccc(N2CCOCC2)cc1)C(=O)c1cc(S(=O)(=O)N(C)C)ccc1Cl` gave PG9 binder -2.9, SIAE inh 1, UHRF1 binding 3, TDP2 inh 12, TCR-CD3 inh -3, LEDGF integ inh 4, ABHD4 inh -1, DDE Tn7 FP inh 2, HTRA1 inhibitor 4 and PRMT1 inh -1.
COc1ccc(C(O)c2ncc(-c3ccccc3F)[nH]2)cc1 (centres undefined) was read as PG9 binder 1.1, SIAE inh 2, UHRF1 binding 2, TDP2 inh 4, TCR-CD3 inh -7, LEDGF integ inh 0, ABHD4 inh -1, DDE Tn7 FP inh 0 and PRMT1 inh 4.
O=C(N/N=C/c1ccc(N2CCOCC2)cc1)c1ccncc1 was read as PG9 binder 0.9, SIAE inh 10, UHRF1 binding -1, TDP2 inh 2, TCR-CD3 inh 2, LEDGF integ inh -1, ABHD4 inh 1, DDE Tn7 FP inh 1, HTRA1 inhibitor 7 and PRMT1 inh 0.
Screening CC(=O)N1CCN(c2ccc(NCc3ccccc3)cc2)CC1 returned PG9 binder -9.4, SIAE inh 28*, UHRF1 binding -1, TDP2 inh 11, TCR-CD3 inh 5, LEDGF integ inh 12, ABHD4 inh 29, DDE Tn7 FP inh -5, HTRA1 inhibitor 34 and PRMT1 inh 7.

At a glance, part of the list above:
`N#CCC(=O)Nc1ccc(C(=O)NCC(c2ccco2)N2CCCCC2)cc1` (centres undefined) gave PG9 binder 0.2, SIAE inh -12, UHRF1 binding -2, TDP2 inh 0, TCR-CD3 inh -4, LEDGF integ inh 0, ABHD4 inh -10, DDE Tn7 FP inh 3, HTRA1 inhibitor -20 and PRMT1 inh -2.
Screening Cc1nc(C)n(CC(O)COc2ccc3cc(Br)ccc3c2)n1 (centres undefined) returned PG9 binder -1.8, SIAE inh 1, UHRF1 binding 0, TDP2 inh 1, TCR-CD3 inh 7, LEDGF integ inh -2, ABHD4 inh -5, DDE Tn7 FP inh -8, HTRA1 inhibitor -10 and PRMT1 inh -2.
For COc1ccccc1OCCCn1c(C)c(C#N)c2ccccc21 the results were PG9 binder -1.5, SIAE inh -2, UHRF1 binding -1, TDP2 inh 6, TCR-CD3 inh 0, LEDGF integ inh -1, ABHD4 inh -10, DDE Tn7 FP inh -2, HTRA1 inhibitor -37 and PRMT1 inh 0.
`CN(CC(=O)Nc1ccc(N2CCOCC2)cc1)C(=O)c1cc(S(=O)(=O)N(C)C)ccc1Cl` gave PG9 binder -2.9, SIAE inh 1, UHRF1 binding 3, TDP2 inh 12, TCR-CD3 inh -3, LEDGF integ inh 4, ABHD4 inh -1, DDE Tn7 FP inh 2, HTRA1 inhibitor 4 and PRMT1 inh -1.
